Source: PubChem
ERp5 block: inhibitors of human ERp5. Q15084. ERp5 insulin aggregation, absorbance 650 nm, 90 min. inhibition, % at 9.99 µM. 350,000 compounds, 0.05% hits. AID 651711;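 active means mean replicate inhibition above about 25%, with every replicate also reaching it, limit read from the data, passing the limit was not always enough; inconclusive means only one of those two criteria met; inactive means neither criterion met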
Target sequence (Q15084 whole entry, looked up): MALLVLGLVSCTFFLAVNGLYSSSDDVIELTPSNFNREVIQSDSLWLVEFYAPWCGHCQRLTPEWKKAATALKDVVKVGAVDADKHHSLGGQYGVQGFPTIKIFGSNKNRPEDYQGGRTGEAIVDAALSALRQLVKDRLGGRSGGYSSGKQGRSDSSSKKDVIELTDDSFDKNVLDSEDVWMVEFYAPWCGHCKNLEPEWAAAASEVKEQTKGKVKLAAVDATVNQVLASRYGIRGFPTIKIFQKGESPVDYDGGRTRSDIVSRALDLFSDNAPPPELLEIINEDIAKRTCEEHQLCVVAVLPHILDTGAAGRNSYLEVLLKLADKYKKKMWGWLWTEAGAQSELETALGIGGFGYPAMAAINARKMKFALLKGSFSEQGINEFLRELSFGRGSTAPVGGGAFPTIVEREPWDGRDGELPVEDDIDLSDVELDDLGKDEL
EWS-Fli inh: inhibitors of EWS/Fli oncoprotein transcriptional activity | A673 NR0B1-luciferase reporter, viability-normalised | inhibition, % at 12.6 µM | 350,000 compounds, 0.67% hits;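 active means mean inhibition of at least 50% after viability correction, with every replicate also passing that limit; inconclusive means mean reaches 50% but only one of two replicates passes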;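 further: firefly luciferase signal divided by Alamar Blue viability fluorescence both relative to DMSO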
PAX8 inh HTS: PAX8 transcriptional activity inhibition | AID 652154 | inhibition, % at 12.6 µM | 360,000 compounds, 1.2% hits | RMG-I TPO-luciferase reporter, SteadyGlo, 24 h;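 active means mean replicate inhibition at least 60% with every replicate also reaching 60%; inconclusive means only one of the two criteria is met; inactive means mean below 60% and not all replicates reaching 60%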;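 further: luciferase light reporting Pax8 driven TPO promoter activity; plate controls were median of neutral control wells for no effect and mitoxantrone controls for full effect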
INS-1E GSIS act: GLuc luminescence reporter in INS-1E cells, primary screen for activators of glucose-dependent secretion of insulin | INS-1E GLuc reporter insulin secretion, 2-3 h | activation, % at 16.6 µM | 370,000 compounds, 0.61% hits | AID 743287;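 active means lowest replicate activation of at least 40%, so every replicate reaches that level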;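 further: 0% = median of neutral control wells and 100% = median of IBMX positive control wells; some compounds called inactive have numbers as strong as hits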
ARNT-TACC3 inh: ARNT/TACC3 interaction disruption; AlphaScreen His-ARNT PAS-B/GST-TACC3 binding, luminescence; TACC3 fragment carries E629A point mutation; inhibition, % at 9.99 µM; Q9Y6A5; 390,000 compounds, 0.66% hits;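 active means mean inhibition of replicates at least 50% and at least half of replicates each reaching 50%; inconclusive means half or more replicates reach 50% but mean below 50%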;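 further: 0% = complete ARNT plus TACC3 wells and 100% = ARNT alone without TACC3; many hits fall short of the cut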
F508del corr: CFTR F508del correction in bronchial cells. CFBE cells, YFP halide quenching; stimulated with forskolin plus potentiator P3; % fluorescence drop versus neutral controls. activity (quench increase), % at 7.58 µM. 350,000 compounds, 0.36% hits;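 active means mean added fluorescence quench of at least 8% versus neutral control, with both replicates also reaching 8%; inconclusive means only one of the mean or replicate conditions met; inactive means mean below 8% and not both replicates reaching 8%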;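 further: cells transiently co-express mutant CFTR-F508del with the halide-sensitive YFP; corrector assay measuring rescue of mutant channel to the surface after 24 h compound exposure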
Xi reactivation: X-chromosome reactivation activator | XiGFP mouse fibroblasts, % GFP-positive cells imaging, 3 d; cells co-treated with 5-aza-dC sensitizer; scaled so ellipticine positive control = 100% | activation, % at 7.58 µM | 360,000 compounds, 0.055% hits;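 active means mean normalized replicate activation at least 10% and every replicate at or above 10%; inconclusive means only one of the two criteria met; inactive means mean below 10% and not all replicates reach 10%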;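 further: 0% = median of on-plate neutral control wells and 100% = ellipticine 6 µM median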
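Assay system: SV40-immortalized XiGFP fibroblast cells, line 68-5-11; buffer or medium: DMEM plus 5-aza-dC sensitizer; compound: one concentration, pinned; timing: compounds 3 days, fix/stain 15 min at room temperature; benchmarks: positive control ellipticine, 6 µM final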
DENV2 CPE: inhibitors of DENV2 cytopathic effect; DENV2-infected cells, cytopathic effect rescue, plate reader; CPE inhibition, % at 9.99 µM; 350,000 compounds, 1.7% hits; AID 651640; in the data active means CPE inhibition above about 20%, passing the limit was not always enough; inconclusive means no clear call, values can overlap the other calls; tested in BHK-21 cells;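 further: 0% = median of neutral control wells and 100% = median of positive control wells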
* marks the source's active call; other numbers are inactive results; ? = inconclusive; . = no result given; & = joins results of further samples.

SMILES	ERp5 block	EWS-Fli inh	PAX8 inh HTS	INS-1E GSIS act	ARNT-TACC3 inh	F508del corr	Xi reactivation	DENV2 CPE
Cc1ccc(NC(=O)C2=CC(c3cccs3)=NS(=O)(=O)N2C)cc1	-2	1	6	.	-7	-0.5	0.0	0
Cn1nccc1C(=O)Nc1cccc(C(F)(F)F)c1	3	10	-14	2	.	1.6	0.2	3
Cc1nn(C)c(C)c1S(=O)(=O)N(CC(=O)NCCCN1CCC(C)CC1)c1ccc(C(C)C)cc1	1	2	9	13	-3	0.6	0.0	8
CCNC(=O)OCCC12CC3CC(CC(C3)C1)C2	.	.	-11	-7	0	.	0.0	.
O=C(c1cccc(Cl)c1)N1CCN(C2CCCCC2)CC1	3	13	-10	21	-4	2.6	0.1	0
CCOc1ccc(NC(=O)CCn2nc(C)c(S(=O)(=O)N3CCCCC3)c2C)cc1	4	-2	2	-8	-1	0.3	0.4	-3
CN(CC(=O)NCC1COc2ccccc2O1)S(=O)(=O)c1ccc(Cl)cc1 (stereo not drawn)	8	6	10	-28	-5	0.0	2.2	-3
CCN(CC(=O)NCc1cccs1)C(=O)CCCOc1ccc(C(C)(C)C)cc1	0	7	-10	-40	2	0.4	0.7	-6
COCC(=O)N1CCCCN2[C@H](C1)[C@H](c1ccc(-c3ccc(F)cc3)cc1)[C@@H]2CO	-1	.	2	19	6	1.9	0.2	-1
COC(=O)c1ccccc1NC(=O)CCCOc1cc(=O)n(C)c2ccccc12	-2	7	-14	15	.	0.8	-0.1	?
NC(=O)c1ccccc1OCC(=O)N1CCC(Cc2ccccc2)CC1	2	9	18	.	0	1.2	-0.1	5
CC(C)C[C@H](NC(=O)c1nc[nH]c1C(=O)N1CCC(C)CC1)C(=O)OCc1ccccc1	4	-6	-18	.	1	0.6	-0.6	-5
Cc1cccc(-n2c(Cc3cc(=O)[nH]c(=O)[nH]3)nnc2SCC(=O)NCC2CCCO2)c1 (stereo not drawn)	1	5	4	1	.	-2.0	0.0	-4
O=C(COC(=O)Cc1c(Cl)cccc1Cl)Nc1ccc(OC(F)(F)F)cc1	0	-6	-22	-26	17	-1.8	-0.1	0
N#C/C(=C\c1ccc(OCc2ccccc2)cc1)C(N)=O	-5	-84	-37	-6	9	2.3	0.0	0
O=C(c1cccs1)N1CCN(c2ncc(C(F)(F)F)cc2Cl)CC1	4	-9	-28	-35	1	-0.6	0.3	-3
N#C[C@@H]1[C@H](c2ccc(C#Cc3ccccc3F)cc2)[C@H](CO)N1C(=O)C1CCOCC1	3	-25	-21	-5	22	-3.5	0.1	-12
COc1ccc(N2CCc3c(C)nc(SC)nc32)cc1	-3	7	-17	15	-8	2.7	0.0	4
COCc1nnc(NC(=O)C23CC4CC(CC(C4)C2)C3)s1	-2	-18	-34	0	0	3.6	0.3	-9
CC(C)(C)c1cc(=O)[nH]c(SCc2ccccc2Cl)n1	?	6	1	-17	-6	2.0	0.0	-6
COc1cc(/C=C/C(=O)OCC(=O)c2c[nH]c3ccccc23)ccc1OC(F)F	6	0	22	11	-4	.	0.2	1
CCn1c(SCC(=O)NCc2cccs2)nnc1-c1ccncc1	-4	-4	.	4	-9	-2.4	.	1
O=C(CCNC(=O)c1ccc(Cl)cc1)Nc1ccccc1N1CCCCC1	0	5	.	-58	-3	-1.0	0.0	7
C=CCn1c(CCNC(=O)c2ccc(Cl)c(Cl)c2)nnc1SCCOc1ccc(OC)cc1	1	22	.	3	4	0.5	.	-5
COc1ccc(C2C(C(=O)O)CCC(=O)N2c2ccc(C)cc2)cc1OC (stereo not drawn)	-5	2	20	27	17	0.8	-0.2	-2
CO[C@H]1CN(C)C(=O)c2ccc(NC(=O)C3CCOCC3)cc2OC[C@@H](C)N(C(C)=O)C[C@@H]1C	-3	0	18	9	-14	-2.0	-0.3	-4
CS(=O)(=O)Nc1cccc(-c2cn3c(n2)SCC3)c1	2	-7	-7	.	0	-0.7	0.0	-2
Cc1cccc(C)c1NC(=O)C(C1CC1)n1c(=O)c(-c2cc3ccccc3[nH]2)nc2ccccc21 (stereo not drawn)	1	9	35	8	.	0.8	0.2	-14
O=C(O)CC(Cc1ccc(Cl)cc1)C(=O)Nc1ccccc1 (stereo not drawn)	3	4	-15	1	-5	0.1	0.0	16
O=C(C[C@H]1C[C@@H]2c3cc(NC(=O)c4ccc5c(c4)OCO5)ccc3O[C@@H]2[C@@H](CO)O1)NCc1cccnc1	0	-1	-4	0	-4	1.0	0.0	5
CCCCNc1ccc(C(CC(N)=O)NC(=O)c2ccccc2)cc1[N+](=O)[O-] (stereo not drawn)	.	2	11	5	0	-0.8	0.2	.
COc1ccc(-c2cccc(NC(=O)c3cccs3)c2)nn1	-12	0	-10	13	0	-7.7	-0.1	?
C[C@H]1CN([C@@H](C)CO)C(=O)Cc2cc(NC(=O)Nc3cccc4ccccc34)ccc2O[C@H]1CN(C)Cc1ccc(Oc2ccccc2)cc1	-1	-1	13	-3	42	-2.2	-0.5	-7
C[C@H]1CN([C@@H](C)CO)C(=O)c2cc(NC(=O)Cc3cn(C)c4ccccc34)ccc2O[C@@H]1CN(C)C(=O)Nc1cccc2ccccc12	-6	8	.	-7	-14	-1.2	0.1	-6
CCOc1cc(C(=O)N2CCN(c3ccccn3)CC2)cc(OCC)c1OCC	0	-10	14	-13	0	-0.6	0.2	-4
O=C(NCC(c1ccco1)N1CCc2ccccc21)c1ccccc1Br (stereo not drawn)	-1	3	-18	-7	-5	-1.2	0.3	-7
O=C(CCn1c(=S)oc2ccccc21)NC1CCCCC1	-2	3	-9	7	-3	0.8	0.0	4
CN1C(=O)c2cc(NC(=O)c3cccc(F)c3)ccc2OC[C@@H]2O[C@@H](CC(=O)NCc3ccccc3Cl)CC[C@@H]21	1	9	11	-7	7	0.3	0.0	-17
CO[C@@H]1CN(C)C(=O)c2cc(NC(=O)c3nc4ccccc4s3)ccc2OC[C@H](C)N(Cc2cccnc2)C[C@H]1C	.	-22	.	-47	.	0.2	0.1	-5
O=C(CC(=O)N/N=C\c1cccc(Cl)c1Cl)NCc1ccccc1	1	6	28	.	-1	0.3	0.0	.
C[C@H]1CN([C@@H](C)CO)C(=O)CCCn2nncc2CO[C@@H]1CN(C)C(=O)Nc1cccc2ccccc12	5&3	16&11	20&-2	0&19	-3	-0.7&-3.0	-0.1&-0.3	-18&1
CO[C@H]1CN(C)C(=O)c2cc(NC(C)=O)ccc2OC[C@@H](C)N(Cc2ccccc2C(=O)O)C[C@H]1C	2	-5	-1	7	-20	0.5	0.1	1
CCn1c(/C=C/N(C(C)=O)c2ccccc2)[n+](CCCS(=O)(=O)[O-])c2cc(Cl)c(Cl)cc21	-1	3	1	12	-7	-1.1	0.1	11
CCCCOCCCNC(=O)C[C@@H]1C[C@@]2(C(=O)OC)CC(C)(C)CC=C2N(Cc2ccco2)C1=O	0	-8	0	.	.	2.3	-0.1	-8
Cn1c(SCc2ccccc2F)nc2ccccc2c1=O	6	5	2	14	-14	-1.6	-0.1	-3
N#C/C(=C\c1ccc(OCc2ccc(Br)cc2)cc1)C(=O)Nc1cccc(C(=O)O)c1	-4	-50	-280	-45	-22	0.0	0.0	-2
COC(=O)C[C@@H]1CC[C@H](NC(=O)c2ccccc2)[C@@H](CO)O1	-3&4	2&6	21&1	-4&19	-4	0.8&4.1	1.4&0.0	-5&16
C[C@H](CO)N1C[C@H](C)[C@@H](CN(C)CC2CCCCC2)Oc2ccc(NC(=O)CCN3CCOCC3)cc2CC1=O	4	14	.	25	1	0.2	-0.1	3
Cc1cc(C)cc(Cn2cc(CN3CC(N4CCCC4)CS3(=O)=O)nn2)c1 (stereo not drawn)	-11	9	4	-8	.	-1.1	-0.1	6
COc1ccc(C(CC(=O)N2CCN(c3ccccc3)CC2)c2c(OC)cc(OC)c3ccc(=O)oc23)cc1 (stereo not drawn)	-8	5	19	-3	-1	0.1	0.1	?
Nc1nccc2c1ncn2C1OC(CO)C(O)C1O (stereo not drawn)	2	8	-7	.	.	1.6	0.4	-9
NC(N)=S	1	4	5	.	-3	-5.9	0.2	1
CCOC(=O)c1sc(NC(=O)C2CC(=O)N(c3ccc(C)cc3)C2)nc1C (stereo not drawn)	-5	8	-2	-16	-5	1.1	-0.1	-3
CO[C@@H]1CN(C)C(=O)c2cc(NC(=O)C3CCCC3)ccc2OC[C@@H](C)N(C(=O)CC2CC2)C[C@@H]1C	8	5	.	-2	5	1.5	0.3	-9
O=C(NC1CCCCC1)c1ccc(-n2cncn2)c([N+](=O)[O-])c1	6	7	.	-7	.	3.4	0.2	11
CC(C)C(=O)Nc1csc(C(F)(F)F)c1-c1ccccc1	-1	1	11	0	4	0.6	-0.1	4
CSCCC(NC(=O)c1ccc(C(C)(C)C)cc1)C(=O)O (stereo not drawn)	3	-10	7	-4	1	-2.2	0.0	3
CC(=O)c1ccc(S(=O)(=O)Nc2ccc(S(=O)(=O)N3CCCCC3)cc2)cc1	0	-3	1	-16	-1	1.1	0.3	-4
COc1ccc(N/C=C(\C#N)S(=O)(=O)c2ccc(OC)cc2)cc1	0	12	-41	14	3	0.8	0.3	0
N#C[C@@H]1[C@H](c2ccccc2C2=CCCCC2)[C@H](CO)N1C(=O)CN1CCOCC1	1	-5	-13	-2	.	2.5	0.0	6

Some entries already given, showing only F508del corr and ARNT-TACC3 inh.
smiles,F508del corr,ARNT-TACC3 inh
N#C/C(=C\c1ccc(OCc2ccc(Br)cc2)cc1)C(=O)Nc1cccc(C(=O)O)c1,0.0,-22
COc1ccc(C(CC(=O)N2CCN(c3ccccc3)CC2)c2c(OC)cc(OC)c3ccc(=O)oc23)cc1 (stereo not drawn),0.1,-1

The results go on:
SMILES	ERp5 block	EWS-Fli inh	PAX8 inh HTS	INS-1E GSIS act	ARNT-TACC3 inh	F508del corr	Xi reactivation	DENV2 CPE
COc1ccc(N/C=C(\[N+](=O)[O-])S(=O)(=O)c2ccccc2)cc1	-3	-2	11	-16	-1	1.4	0.1	-5
COc1ccc(C(=O)NCc2csc(C(C)C)n2)cc1OC1CCN(C(C)=O)CC1	8	.	14	8	0	-2.7	0.0	0
COc1ccc(-n2cnnc2SCC(=O)Nc2ccc(C(N)=O)cc2)cc1	1	3	3	-2	0	-2.6	0.0	-7
Nc1c(C(=O)CSc2nc3ccccc3o2)c(=O)[nH]c(=O)n1C1CC1	-2	-78	-23	7	37	1.9	0.1	-3
CC(C)NC(=O)NC(=O)COC(=O)c1cc[n+]([O-])cc1	-5	-7	7	8	-3	-1.7	0.1	-1
CCN(C(=O)COC(=O)c1cccnc1SC)C1CCCCC1	17	2	-5	40	.	-9.0	0.1	8
Cc1ccccc1NC(=O)CCS(=O)(=O)c1cccc2nonc12	2	3	3	-6	-6	1.2	0.1	9
O=C(O)c1cccc(NC(=O)c2cc(-c3cccc(Cl)c3)nc3ccccc23)c1	-8	-4	-7	-6	-8	0.5	0.4	-7
Cc1ccc(-n2nnnc2CNC(=O)C2CC(=O)N(c3ccccc3)C2)cc1C (stereo not drawn)	.	1	3	14	0	1.8	0.0	1
CN1C(=O)c2cc(NC(=O)NC3CCCC3)ccc2OC[C@H]2O[C@@H](CC(=O)NC3CCC3)CC[C@@H]21	.	-1	9	-4	.	1.5	0.2	.

An unsorted share of the library (roughly 4.2% active in at least one column).
